esBAF inh = blocks esBAF chromatin remodeling in mouse ES cells; Bmi1-luciferase knock-in reporter, 24 h; 100% = twice the neutral-well signal; reporter increase, % at 12.5 µM; 350,000 tested, 2% active; AID 602393; in the data active = activation above about 40%;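 also: 0% = median of the plate's neutral control wells and 100% = double that signal; a rise in the Bmi1 reporter signal indicates esBAF inhibition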
PglD DTNB = blocks C. jejuni PglD acetyltransferase activity. 360,000 tested, 0.098% active. AID 602405. inhibition, % at 12.5 µM. purified PglD enzyme, DTNB colorimetric CoA detection; in the data active = inhibition above about 16%, passing the limit was not always enough; also: strong numbers were not always called active
E-selectin induc = induces E-selectin expression in human endothelial cells; P16581; HUVEC E-selectin immunofluorescence imaging; normalized: neutral wells 0, TNF-alpha wells 100; activation, % at 7.58 µM; 260,000 tested, 0.37% active; AID 686992;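 active = mean E-selectin-positive cell signal at least 10% of the positive control, reached in at least 60% of replicates, without over 20% cell loss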;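 also: in these data hits start at about 27%; measured in HUVEC primary endothelial cells; signal is the percent of cells scored E-selectin positive by PE staining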
Target sequence (P16581 whole entry, looked up): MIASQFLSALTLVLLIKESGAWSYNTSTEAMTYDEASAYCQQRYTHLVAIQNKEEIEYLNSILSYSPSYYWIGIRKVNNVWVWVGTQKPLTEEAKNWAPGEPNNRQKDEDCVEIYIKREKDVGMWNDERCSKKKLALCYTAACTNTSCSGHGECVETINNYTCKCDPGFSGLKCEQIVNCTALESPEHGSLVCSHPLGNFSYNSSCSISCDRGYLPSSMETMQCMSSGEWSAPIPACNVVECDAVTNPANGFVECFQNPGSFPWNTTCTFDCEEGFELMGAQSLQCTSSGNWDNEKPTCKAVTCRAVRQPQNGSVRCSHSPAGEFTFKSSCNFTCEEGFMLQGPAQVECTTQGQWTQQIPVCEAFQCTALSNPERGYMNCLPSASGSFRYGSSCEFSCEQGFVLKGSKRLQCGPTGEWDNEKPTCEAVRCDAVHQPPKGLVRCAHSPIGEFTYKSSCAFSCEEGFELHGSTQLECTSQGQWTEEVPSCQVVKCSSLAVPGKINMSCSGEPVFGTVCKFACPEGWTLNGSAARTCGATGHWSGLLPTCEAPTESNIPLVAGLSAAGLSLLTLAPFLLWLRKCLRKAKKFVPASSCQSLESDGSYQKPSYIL
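Assay system: HUVEC primary endothelial cells. Input: 3,000 HUVEC seeded per well. Doses: one compound dose added by pin transfer. Read-out basis: % PE-positive cells. Benchmarks: TNF-alpha high, DMSO low. Detection: immunofluorescence imaging. Buffer or medium: EGM-2, gelatin.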
ERp5 block = blocks human ERp5 reductase activity on insulin. ERp5 insulin aggregation, absorbance 650 nm, 90 min. inhibition, % at 9.99 µM. 350,000 tested, 0.05% active;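 active = mean replicate inhibition above about 25%, with every replicate also reaching it, limit read from the data, passing the limit was not always enough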
ARNT-TACC3 inh = ARNT/TACC3 interaction disruption. Q9Y6A5. inhibition, % at 9.99 µM. 390,000 tested, 0.66% active. AlphaScreen His-ARNT PAS-B/GST-TACC3 binding, luminescence; TACC3 fragment carries E629A point mutation;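 active = mean inhibition of replicates at least 50% and at least half of replicates each reaching 50%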;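 also: 0% = complete ARNT plus TACC3 wells and 100% = ARNT alone without TACC3; many hits fall short of the cut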
RAD54 branch = blocks human RAD54 Holliday junction branch migration | AID 602329 | FAM/BHQ fluorescence | inhibition, % at 10.4 µM | 360,000 tested, 0.14% active | Q92698;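 active = mean normalized replicate activity at least 40 and at least half of replicates scoring 40 or more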;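 also: 0% = median of neutral control wells and 100% = median of positive control wells; inhibitors cause a drop in the FAM fluorescence signal; in these data hits start at about 50%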
CASP6 VEID inh = blocks human caspase-6 cleavage activity | 350,000 tested, 0.53% active | purified caspase-6, Z-VEID-R110 cleavage fluorescence | inhibition, % at 12.5 µM | P55212;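 active = mean inhibition across replicates at least about 35%, with every replicate also reaching that limit, limit read from the data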;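 also: 0% = median of neutral control wells and 100% = no fluorescence left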
Target sequence (P55212 24-179 limits assumed): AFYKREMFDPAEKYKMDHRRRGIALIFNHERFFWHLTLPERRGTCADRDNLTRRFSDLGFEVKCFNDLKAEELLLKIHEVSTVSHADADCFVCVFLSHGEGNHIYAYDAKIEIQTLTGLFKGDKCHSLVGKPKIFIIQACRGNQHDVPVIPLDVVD
Target sequence (P55212 194-293 limits assumed): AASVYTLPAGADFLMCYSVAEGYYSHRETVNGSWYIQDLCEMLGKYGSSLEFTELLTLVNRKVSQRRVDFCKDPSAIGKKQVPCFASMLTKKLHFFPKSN
RAD52 inh = RAD52 (human) annealing inhibition; 360,000 tested, 0.46% active; recombinant RAD52 DNA annealing, FRET fluorescence; inhibition, % at 18.7 µM;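 active = every replicate showing at least 50% inhibition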
* = called active by the depositor.

What do the screens show for `COc1ccccc1Cc1noc(C(C)(C)NC(=O)c2ccccc2)n1`?
esBAF inh: -5; PglD DTNB: 0; ARNT-TACC3 inh: 26; RAD54 branch: 0

What do the screens show for `CC(C)Oc1cccc(C(=O)Nc2ncn[nH]2)c1`?
esBAF inh: 6; PglD DTNB: -1; ERp5 block: 0; ARNT-TACC3 inh: 6; RAD54 branch: -1; CASP6 VEID inh: -2; RAD52 inh: -9

Results for O=C(NC1CCCCC1)C(c1ccccc1)n1c(=O)c(-c2ccco2)nc2ccccc21 (centres undefined) ?
E-selectin induc: 0.7; ERp5 block: -1; CASP6 VEID inh: 1; RAD52 inh: -29

What do the screens show for `COCCNC(=O)C[C@@H]1C[C@H]2c3cc(NC(=O)Nc4ccccc4)ccc3O[C@H]2[C@@H](CO)O1`?
esBAF inh: -1; PglD DTNB: 3; E-selectin induc: 0.2; ERp5 block: -2; ARNT-TACC3 inh: 0; RAD54 branch: 4; CASP6 VEID inh: -1; RAD52 inh: 2

Results for O=C(Cc1ccc(Cl)cc1)c1ccc(O)cc1 ?
E-selectin induc: 0.2; ERp5 block: 5; ARNT-TACC3 inh: -6; CASP6 VEID inh: -2; RAD52 inh: -9

Results for O=C(O)c1ccc(-n2c(O)c(C=C3N=c4ccccc4=N3)sc2=S)cc1 ?
esBAF inh: 4; PglD DTNB: -18; E-selectin induc: -1.9; ERp5 block: 3; ARNT-TACC3 inh: 14; RAD54 branch: -6; CASP6 VEID inh: 26; RAD52 inh: -31

Results for COc1ccccc1N(C)S(=O)(=O)c1ccc(Cl)c(C(=O)NC2=NCCS2)c1 ?
esBAF inh: 3; PglD DTNB: -1; E-selectin induc: 6.3; ERp5 block: -2; ARNT-TACC3 inh: 2; RAD54 branch: 9; CASP6 VEID inh: -2; RAD52 inh: -22

Results for COc1cc(CCC(=O)Nc2nnc(-c3cccnc3)s2)cc(OC)c1OC ?
esBAF inh: -5; PglD DTNB: -5; E-selectin induc: 11; ERp5 block: 0; ARNT-TACC3 inh: -2; RAD54 branch: 0; CASP6 VEID inh: -1; RAD52 inh: -17

Results for O=C(Nc1cccc(C(=O)Nc2ccc(F)cc2F)c1)c1ccccc1 ?
esBAF inh: 18; PglD DTNB: 5; ERp5 block: 2; ARNT-TACC3 inh: 7; RAD54 branch: 0; CASP6 VEID inh: -2; RAD52 inh: 1

Results for CC1(C)CC(=O)C2=C(C1)c1c(ccc3ncccc13)NC2c1cccs1 (centres undefined) ?
esBAF inh: -5; PglD DTNB: -9; ARNT-TACC3 inh: 0; RAD54 branch: -9

What do the screens show for `CCC(C)(C)NC(=O)C1CCN(c2nc(OC)nc(OC)n2)CC1`?
ERp5 block: 4; ARNT-TACC3 inh: -4; CASP6 VEID inh: -2; RAD52 inh: 6

How did CC(C(=O)NC(C)(C)C)N(C(=O)CS(=O)CC(=O)Nc1ccc(F)cc1)C1CCCC1 (centres undefined) do in these assays?
esBAF inh: -8; PglD DTNB: 2; ERp5 block: -1; ARNT-TACC3 inh: -2; RAD54 branch: -8; CASP6 VEID inh: 4; RAD52 inh: -7

What do the screens show for `Cc1cc(NS(=O)(=O)c2ccc(NC(=O)CCCOc3ccc(Cl)cc3)cc2)no1`?
esBAF inh: 1; PglD DTNB: 2; ARNT-TACC3 inh: -8; RAD54 branch: 0

What do the screens show for `C[C@H](CO)N1C[C@H](C)[C@@H](CN(C)CC2CCCCC2)Oc2ccc(NC(=O)Nc3ccc(F)cc3)cc2C1=O`?
esBAF inh: -3; PglD DTNB: 6; E-selectin induc: 0.1; ERp5 block: 0; ARNT-TACC3 inh: 1; RAD54 branch: -6; CASP6 VEID inh: -1; RAD52 inh: 18

How did CSc1nc(SCC(=O)O)c2c3c(sc2n1)COC(C)(C)C3 do in these assays?
esBAF inh: -7; PglD DTNB: -1; E-selectin induc: 0.1; ERp5 block: 6; ARNT-TACC3 inh: 0; RAD54 branch: -7; CASP6 VEID inh: 3; RAD52 inh: -18

Results for O=C(O)CC/C(=C\c1ccc(N2CCOCC2)c([N+](=O)[O-])c1)c1nc2ccccc2s1 ?
ERp5 block: 2; ARNT-TACC3 inh: 4; CASP6 VEID inh: -7; RAD52 inh: -6

Results for CCOC(=O)c1sc(=S)sc1SCc1cccc(C(F)(F)F)c1 ?
esBAF inh: -5; PglD DTNB: 11; ERp5 block: 6; ARNT-TACC3 inh: 5; RAD54 branch: 12; CASP6 VEID inh: -4; RAD52 inh: -3

How did O=C(NC1CCCCC1)N[C@H]1CC[C@H](CCNS(=O)(=O)c2ccc(Cl)cc2)O[C@H]1CO do in these assays?
esBAF inh: 19; PglD DTNB: 0; E-selectin induc: 0.2; ERp5 block: 6; ARNT-TACC3 inh: -10; RAD54 branch: -11; CASP6 VEID inh: -7; RAD52 inh: 14

Results for Fc1cccc2sc(Nc3nc4cc5c(cc4s3)OCO5)nc12 ?
esBAF inh: 96*; PglD DTNB: 3; E-selectin induc: 0.8; ERp5 block: 3; ARNT-TACC3 inh: 8; RAD54 branch: -2; CASP6 VEID inh: 0; RAD52 inh: -15

Results for CCOc1ccc(S(=O)(=O)NC2CCCC2)cc1C ?
esBAF inh: 1; PglD DTNB: 2; E-selectin induc: -0.1; ERp5 block: 0; RAD54 branch: 5; CASP6 VEID inh: -6; RAD52 inh: -7

Results for COc1ccc(NC(=O)CCCC(=O)OCC(=O)c2cccc(OC)c2)cc1 ?
E-selectin induc: 3.1; ERp5 block: -1; ARNT-TACC3 inh: 5; CASP6 VEID inh: 0; RAD52 inh: -11

What do the screens show for `COCC(=O)Nc1ccc2c(c1)[C@@H]1C[C@H](CC(=O)N3CCN(C)CC3)O[C@H](CO)[C@@H]1O2`?
esBAF inh: -3; PglD DTNB: 4; E-selectin induc: 0.5; ARNT-TACC3 inh: 0; RAD54 branch: 4

How did O=C(Cn1nc(Cc2ccncc2)c2ccccc2c1=O)N1CCc2ccccc2C1 do in these assays?
esBAF inh: 9; PglD DTNB: 3; E-selectin induc: 0.0; ERp5 block: 5; ARNT-TACC3 inh: 34; RAD54 branch: -5; CASP6 VEID inh: 24; RAD52 inh: -3

Results for O=C(CSc1nnc(-c2ccc(F)cc2)c2ccccc12)Nc1ccccc1Cl ?
PglD DTNB: 3; E-selectin induc: -1.6; ERp5 block: -3; RAD54 branch: 8; CASP6 VEID inh: 3; RAD52 inh: -20

What do the screens show for `O=C(Cc1ccc([N+](=O)[O-])cc1)NNC(=O)c1cccs1`?
esBAF inh: -7; PglD DTNB: -3; ERp5 block: -2; ARNT-TACC3 inh: 15; RAD54 branch: -4; CASP6 VEID inh: 1; RAD52 inh: -13

How did O=C(N[C@H](Cc1ccccc1)C(=O)NCCCc1ccccc1)[C@H]1O[C@@H](n2ccc(=O)[nH]c2=O)[C@H](O)[C@@H]1O do in these assays?
E-selectin induc: 0.2; ERp5 block: -1; CASP6 VEID inh: -4; RAD52 inh: -3

Results for COc1ccccc1/C=C(/C#N)C(=O)O ?
esBAF inh: 3; PglD DTNB: -8; E-selectin induc: -0.2; ERp5 block: 2; ARNT-TACC3 inh: -6; RAD54 branch: -1; CASP6 VEID inh: 0; RAD52 inh: -7

What do the screens show for `Cc1c(C(=O)N(C)c2ccc(Cl)cc2)cnn1-c1ccccc1`?
esBAF inh: 36; PglD DTNB: -11; ERp5 block: -1; ARNT-TACC3 inh: 0; RAD54 branch: -4; CASP6 VEID inh: 3; RAD52 inh: -18

Results for C[C@H](NC(=O)C[C@H]1CC[C@@H]2[C@H](COC[C@H](O)CN2Cc2cc(F)ccc2F)O1)c1ccccc1 ?
esBAF inh: 1; PglD DTNB: -35; E-selectin induc: 0.1; ERp5 block: 5; ARNT-TACC3 inh: -1; RAD54 branch: -1; CASP6 VEID inh: 1; RAD52 inh: -11

What do the screens show for `C[C@@H]1CCCCO[C@H](CN(C)C(=O)c2ccncc2)[C@H](C)CN([C@H](C)CO)C(=O)c2cc(NS(=O)(=O)c3cn(C)cn3)ccc2O1`?
esBAF inh: -1; PglD DTNB: 0; E-selectin induc: 0.0; ERp5 block: -1; ARNT-TACC3 inh: -12; RAD54 branch: 1; CASP6 VEID inh: -4; RAD52 inh: 5

Results for Cc1ccccc1NC(=O)CSc1nc2ccccc2o1 ?
esBAF inh: 39; PglD DTNB: 2; ARNT-TACC3 inh: -6; RAD54 branch: 6

What do the screens show for `CCOC(=O)c1ccc(-c2c(-c3ccccc3OC)oc3ccccc23)cc1F`?
esBAF inh: 1; PglD DTNB: -5; E-selectin induc: 0.0; ERp5 block: 1; ARNT-TACC3 inh: -4; RAD54 branch: -1; CASP6 VEID inh: -2; RAD52 inh: -8

Results for Cc1nc2ccccc2cc1C(=O)N/N=C/c1cccs1 ?
esBAF inh: 3; ERp5 block: -7; ARNT-TACC3 inh: 3; RAD54 branch: -3; CASP6 VEID inh: 2; RAD52 inh: -2

How did CCN(CC)C(=O)COc1ccc2c3c(c(=O)oc2c1C)CCCC3 do in these assays?
esBAF inh: 7; PglD DTNB: -3; ERp5 block: 3; ARNT-TACC3 inh: 4; RAD54 branch: -1; CASP6 VEID inh: 4; RAD52 inh: -5

What do the screens show for `CCOC(=O)C1=C(COC(=O)COc2ccccc2C=O)NC(=O)NC1C` (centres undefined)?
E-selectin induc: -0.3; ERp5 block: -11; ARNT-TACC3 inh: -1; CASP6 VEID inh: -2; RAD52 inh: -21

How did C[C@@H]1CCCCO[C@H](CN(C)S(=O)(=O)c2cccs2)[C@@H](C)CN([C@@H](C)CO)C(=O)c2cc(NC(=O)c3ccccc3)ccc2O1 do in these assays?
esBAF inh: 3; PglD DTNB: 5; E-selectin induc: 0.5; ARNT-TACC3 inh: 1; RAD54 branch: -9

How did C[C@H](CO)N1C[C@H](C)[C@@H](CN(C)Cc2ccccn2)Oc2ncc(C#CC(C)(C)O)cc2C1=O do in these assays?
esBAF inh: -3; PglD DTNB: 1; E-selectin induc: 0.1; ERp5 block: -7; ARNT-TACC3 inh: 4; RAD54 branch: -2; CASP6 VEID inh: 1; RAD52 inh: -8

How did CC(=NCC1CCNCC1)C1=C(O)CC(C)(C)CC1=O do in these assays?
esBAF inh: -3; PglD DTNB: 4; ARNT-TACC3 inh: -3; RAD54 branch: -1

What do the screens show for `NS(=O)(=O)c1ccc(Nc2ccc([N+](=O)[O-])c3nonc23)cc1`?
esBAF inh: -5; PglD DTNB: -1; ERp5 block: 1; ARNT-TACC3 inh: 5; RAD54 branch: -5; CASP6 VEID inh: 20; RAD52 inh: -30

Results for C[C@@H]1CN([C@H](C)CO)C(=O)c2cc(NC(=O)Cc3cn(C)c4ccccc34)ccc2O[C@H]1CN(C)CC1CCCCC1 ?
esBAF inh: -2; PglD DTNB: 1; E-selectin induc: 0.3; ERp5 block: 0; ARNT-TACC3 inh: 7; RAD54 branch: 1; CASP6 VEID inh: 1; RAD52 inh: -3

How did CC(NC(=O)CSc1ccccc1C(=O)O)C1CC2CCC1C2 (centres undefined) do in these assays?
esBAF inh: -2; E-selectin induc: 1.3; ERp5 block: 4; ARNT-TACC3 inh: 2; CASP6 VEID inh: 14; RAD52 inh: -11

How did COc1cccc(/C=C2\SC(=S)N(CCC(=O)NCCc3ccc(O)cc3)C2=O)c1 do in these assays?
esBAF inh: 2; PglD DTNB: -4; E-selectin induc: 0.0; ERp5 block: 7; ARNT-TACC3 inh: -4; RAD54 branch: 2; CASP6 VEID inh: 0; RAD52 inh: -5
